# Screens (PubChem)
# PPC-1+TRAIL kill – compounds killing PPC-1 cancer cells with TRAIL present, primary screen, TRAIL potentiator project, ATPLite luminescence, uHTS | PPC-1 cells + TRAIL, ATPLite viability luminescence | cell killing (% activity), % at 4 µM | 220,000 compounds, 0.41% hits | AID 1443, 2008;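 active = cell killing above 50% in the first pass at 4 µM, then a duplicate retest at 5 µM averaging 50% or more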;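 note: plate controls were cells with TRAIL plus DMSO for no effect and medium-only wells lacking cells for full effect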
# zVAD death inh – inhibitors of zVAD-triggered necroptosis, primary screen, L929 cells; L929 zVAD necroptosis rescue, ATP luminescence, 24 h; with zVAD 60 µM; viability rescue, % at 10 µM; 220,000 compounds, 0.38% hits;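 active = activation, scaled between plate controls, above about 75%, limit read from the data; inactive = activation under that limit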;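 note: 0% = zVAD with DMSO and 100% = DMSO alone without zVAD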
# TNF death inh – inhibitors of TNF-alpha triggered necroptosis, primary screen, cell-based, Jurkat FADD-/-, single concentration; AID 463075, 2010; 220,000 compounds, 0.068% hits; Jurkat FADD-/- TNF necroptosis rescue, ATP luminescence, 24 h; 0 = TNF only, 100 = no-TNF cells; activation (protection from cell death), % at 10 µM;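 active = activation, meaning protection from cell death, of at least 50% relative to plate controls; inactive = activation below 50%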;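 note: necroptosis triggered by 40 ng/mL TNF-alpha added together with compound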
# Wee1 degr inh – Wee1 degradation inhibitors, primary screen, cell-based, HeLa, Wee1K328M-luciferase, luminescence; HeLa Luc-Wee1K328M stability; 100% = proteasome inhibitor MG132 effect; AID 1321, 2008; reporter increase, % at 5 µM; Wee1-like protein kinase (Homo sapiens), P30291; 220,000 compounds, 1.2% hits;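 active = activation above the mean of all tested compounds plus 3 SD, set per screening run, cut at about 8.8% in these data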;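 note: cells exposed to compound for 20 h before luminescence read; 0% = DMSO alone and 100% = MG132 at 30 µM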
# Target sequence (P30291 whole entry K328M): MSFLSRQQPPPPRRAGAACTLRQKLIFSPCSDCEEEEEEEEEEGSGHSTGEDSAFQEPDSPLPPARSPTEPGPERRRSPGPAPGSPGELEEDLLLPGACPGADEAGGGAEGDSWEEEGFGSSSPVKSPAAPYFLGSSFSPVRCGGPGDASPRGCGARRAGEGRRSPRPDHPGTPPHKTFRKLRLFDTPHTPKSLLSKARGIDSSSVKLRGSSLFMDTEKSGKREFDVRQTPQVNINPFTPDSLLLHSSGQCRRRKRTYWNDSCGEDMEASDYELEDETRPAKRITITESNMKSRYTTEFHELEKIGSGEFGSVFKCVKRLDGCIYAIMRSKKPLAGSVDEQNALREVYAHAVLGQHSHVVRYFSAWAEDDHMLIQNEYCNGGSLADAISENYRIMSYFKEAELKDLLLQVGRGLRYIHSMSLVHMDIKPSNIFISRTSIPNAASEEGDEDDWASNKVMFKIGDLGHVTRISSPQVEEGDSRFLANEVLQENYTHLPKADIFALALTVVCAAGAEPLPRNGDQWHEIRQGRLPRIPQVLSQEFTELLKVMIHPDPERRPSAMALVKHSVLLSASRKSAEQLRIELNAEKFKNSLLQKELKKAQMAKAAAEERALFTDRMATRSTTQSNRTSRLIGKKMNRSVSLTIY
# CHOP inhibitor – inhibitors of CHOP promoter induction, primary screen, cell-based, unfolded protein response, luciferase reporter. CHO-K1 CHOP-promoter luciferase, tunicamycin-induced, 15-18 h. inhibition, % at 10 µM. 220,000 compounds, 3.8% hits. AID 2732, 2010;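 active = compounds that reduced the stress-induced luciferase reporter signal by more than about 70% of percent inhibition, limit read from the data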;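 note: 0% = tunicamycin plus vehicle and 100% = wells without tunicamycin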
# Tb hexokinase – Trypanosoma brucei hexokinase 1 inhibitors, primary screen, biochemical, G6PDH-coupled NADH absorbance, MLSCN library; hexokinase 1 [Trypanosoma brucei]; recombinant TbHK1, G6PDH-coupled NADH A340; inhibition, % at 10 µM; 220,000 compounds, 0.11% hits; AID 1430, 2008;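 active = inhibition of 50% or more in the single-dose primary screen; inactive = inhibition below 50%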
# PGE2 EP2 inh – human EP2 receptor antagonists, primary screen, TR-FRET cAMP, C6 glioma cells. C6 glioma cells expressing human EP2; cells stimulated with saturating PGE2. inhibition, % at 25 µM. 260,000 compounds, 0.52% hits. AID 1422, 2008;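 active = percent inhibition above 40 after rounding to a whole number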;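 note: rat C6 glioma host cells with rolipram phosphodiesterase inhibitor present; the protocol text gives 20 µM as final concentration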
# Target sequence (P43116 whole entry, looked up): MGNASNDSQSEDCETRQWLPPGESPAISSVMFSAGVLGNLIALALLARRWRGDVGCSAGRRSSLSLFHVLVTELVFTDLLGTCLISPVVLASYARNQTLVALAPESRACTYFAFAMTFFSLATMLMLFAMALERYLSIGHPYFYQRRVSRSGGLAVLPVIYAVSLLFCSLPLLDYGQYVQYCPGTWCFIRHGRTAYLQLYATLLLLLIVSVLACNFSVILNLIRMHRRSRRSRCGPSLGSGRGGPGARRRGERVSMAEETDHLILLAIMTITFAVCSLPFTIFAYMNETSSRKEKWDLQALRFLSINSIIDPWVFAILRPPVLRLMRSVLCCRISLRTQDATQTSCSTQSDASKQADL
# FXIIa inh 1536 – human FXIIa protease inhibitors, primary screen, biochemical, 1536-well; Coagulation factor XII (Homo sapiens), P00748; purified FXIIa, Boc-QGR-AMC fluorogenic substrate, 2 h; inhibition, % at 5 µM; 220,000 compounds, 0.3% hits; AID 800, 2007; in the data active = inhibition above about 40%;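 note: 0% = enzyme with no compound and 100% = blank without enzyme; many of its hits are not listed in these tables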
# FXIa inh 1536 – human FXIa protease inhibitors, primary screen, biochemical, 1536-well; Coagulation factor XI (Homo sapiens), P03951; purified FXIa, Boc-Glu-Ala-Arg-AMC fluorogenic substrate; inhibition, % at 5 µM; 220,000 compounds, 0.14% hits;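 active = inhibition of at least 40%; inactive = inhibition below 40%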;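 note: fluorescence of freed AMC excited at 355 nm; 0% = enzyme without compound and 100% = no enzyme blank; many of its hits are not listed in these tables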
# * = called active by the depositor; / = not tested or not shown. Not all compounds are listed; the hit share may differ from the screen's.
# Sample of the layout:
# Second line of a record: PPC-1+TRAIL kill	zVAD death inh	TNF death inh	Wee1 degr inh	CHOP inhibitor	Tb hexokinase	PGE2 EP2 inh	FXIIa inh 1536	FXIa inh 1536
COc1ccc(CCNC(=O)C2CCCN2C(=O)Nc2cccc(C(C)=O)c2)cc1OC (stereo not given)
  2	3.4	-0.8	4	-7	1	15	19	4
C#CC(CC)(CC)NC(=S)Nc1ccc(S(N)(=O)=O)cc1
  13	1.1	4.4	2	-33	35	8	-1	-10
CC(C(=O)NCC1CCCCC1)N1CCN(S(=O)(=O)/C=C/c2ccccc2)CC1 (stereo not given)
  6	-0.2	2.2	0	47	17	4	-4	-12
CC(C)C(NS(=O)(=O)c1ccccc1)C(=O)OCc1cc([N+](=O)[O-])cc2c1OCOC2 (stereo not given)
  16	0.5	-2.1	4	5	-3	8	7	11
O=c1oc2ccccc2cc1-c1cn2cccnc2n1
  0	64	-2.1	-1	23	-50	10	-9	-12

# All compounds of this part, repeating the preview:
# Second line of a record: PPC-1+TRAIL kill	zVAD death inh	TNF death inh	Wee1 degr inh	CHOP inhibitor	Tb hexokinase	PGE2 EP2 inh	FXIIa inh 1536	FXIa inh 1536
COc1ccc(CCNC(=O)C2CCCN2C(=O)Nc2cccc(C(C)=O)c2)cc1OC (stereo not given)
  2	3.4	-0.8	4	-7	1	15	19	4
C#CC(CC)(CC)NC(=S)Nc1ccc(S(N)(=O)=O)cc1
  13	1.1	4.4	2	-33	35	8	-1	-10
CC(C(=O)NCC1CCCCC1)N1CCN(S(=O)(=O)/C=C/c2ccccc2)CC1 (stereo not given)
  6	-0.2	2.2	0	47	17	4	-4	-12
CC(C)C(NS(=O)(=O)c1ccccc1)C(=O)OCc1cc([N+](=O)[O-])cc2c1OCOC2 (stereo not given)
  16	0.5	-2.1	4	5	-3	8	7	11
O=c1oc2ccccc2cc1-c1cn2cccnc2n1
  0	64	-2.1	-1	23	-50	10	-9	-12
Cn1c(SCC(=O)C(C)(C)C)nnc1-c1cccnc1
  22	0.2	2.3	-1	-6	34	6	7	-9
CCOc1ccc(Br)cc1S(=O)(=O)Nc1ccc(C(=O)OCC(=O)N(C)c2ccccc2)cc1
  13	/	2.8	9	45	-3	8	13	5
COC(=O)c1ccccc1NC(=O)CN(c1ccccc1)S(=O)(=O)N(C)C
  /	-0.3	1.4	1	2	2	8	12	7
Cc1cccc(C)c1NC1=C(Cl)C(=O)OC1OC(C)C (stereo not given)
  9	0.0	1.8	-3	14	32	6	-1	-6
Cc1ccc(C(=O)c2cnc3cc4c(cc3c2S(=O)(=O)c2ccccc2)OCCO4)cc1
  7	0.1	2.6	5	1	-13	7	17	6
N#Cc1cc(-c2ccccc2)nc(Oc2ccc(Cl)cc2)n1
  -18	0.9	-1.8	1	71*	38	10	12	5
Cc1cc(Cl)ccc1OCC(=O)n1cc(C(=O)c2cc(Cl)ccc2O)cn1
  2	-0.4	-0.8	-3	77*	-3	6	6	-5
CCC(Sc1ccccc1C(=O)O)C(=O)O (stereo not given)
  6	0.0	0.3	-1	12	-3	10	4	-4
COc1ccc(C2CC(c3cccs3)=NN2C(=O)COC(=O)c2cc3ccccc3cc2O)cc1OC (stereo not given)
  -2	1.9	4.1	-2	27	7	12	10	9
COC(=O)CN1C(=O)S/C(=C/c2cc(C)n(C)c2C)C1=O
  -2	-0.2	-3.9	-1	14	-20	5	6	-13
CCOC(=O)CSc1nc2c(c(=O)n1-c1ccc(OCC)cc1)SCC2
  -7	1.0	-0.2	-1	17	1	10	13	4
CCN(CC)S(=O)(=O)c1ccc(N2C(=O)CC2(/C=C/c2ccccc2)C(=O)NC2CCCC2)cc1 (stereo not given)
  -11	0.8	4.7	-2	15	1	9	9	7
Cc1ccc(C2CC(C(F)F)n3ncc(C(=O)Nc4cnn(Cc5ccccc5C)c4)c3N2)cc1 (stereo not given)
  -19	0.2	-12	0	73*	-11	13	13	4
Cc1ccc(NC(=O)c2ccccc2OCC(=O)Nc2cccc(Cl)c2C)nc1
  10	1.9	1.0	2	38	0	5	2	-1
Cc1ccc(C(=O)N2CCN(c3ccc(NC(=O)c4ccc(Br)o4)cc3)CC2)cc1
  26	1.8	-1.0	-3	72*	42	11	9	1
O=C(Nc1cc(S(=O)(=O)N2CCOCC2)ccc1N1CCOCC1)c1cc2c(s1)CCC2
  -2	-0.7	-0.8	-2	2	-18	15	8	-5
O=C(NCC1OCCc2ccccc21)c1cc(COc2ccc(F)cc2Cl)on1 (stereo not given)
  36	0.2	0.1	0	10	8	3	11	5
Cc1cccc(OCC(O)CN2CC3(C)CC2CC(C)(C)C3)c1 (stereo not given)
  17	-0.6	1.3	-4	22	5	7	12	64*
COc1cc2oc(-c3ccc(O)cc3)cc(=O)c2c(O)c1OC
  10	78*	-11	/	33	-53	20	9	3
Cc1ccc(C)c(NS(=O)(=O)c2cc(C(=O)NCc3ccccn3)ccc2Cl)c1
  14	0.6	-1.7	2	28	-4	-1	2	-7
CSc1nc(C)c(Cl)c(C)c1C#N
  4	1.0	1.3	-2	-6	1	5	10	-5
Cc1c(NC(=O)C(C)OC(=O)c2sc3ccccc3c2Cl)c(=O)n(-c2ccccc2)n1C (stereo not given)
  12	0.5	0.3	0	35	-9	12	18	9
CCN1CCN(c2nc3ccccc3nc2C(C#N)S(=O)(=O)c2ccc(C)c(C)c2)CC1 (stereo not given)
  19	-0.4	0.0	2	16	-13	/	23	5
Cc1ccc2nc(NC(=O)CCCc3nc4ccccc4s3)sc2c1
  20	-0.7	0.7	-2	66	-7	16	6	0
OC(COc1ccc(OCC(O)CN2CCCCCC2)cc1)CN1CCCCCC1 (stereo not given)
  19	-0.1	-0.5	2	-6	-1	9	8	-20
COc1ccc(Cc2nnc(NC(=O)C(C)C)s2)cc1
  -3	0.2	0.9	0	-5	7	3	2	-3
CCCCSc1nc(N)c(NC(=O)c2ccco2)c(=O)[nH]1
  2	0.2	0.0	-1	21	-6	6	-5	-15
CCCCNC(=O)c1cn(CC)c2cc(N3CCN(C)CC3)c(F)cc2c1=O
  13	0.5	-11	-2	16	-20	10	7	-2
COc1ccc(/C=C/C(=O)N(C)C2CCCCC2)cc1Br
  26	7.5	1.4	2	-20	-4	3	5	-1
Clc1ccc2nc3c4ccccc4cnn3c2c1
  32	3.6	-1.5	2	30	2	8	-3	3
O=S(=O)(Cc1ccc(Cl)cc1)NCc1cccnc1
  8	0.2	3.9	3	21	-6	13	8	4
Clc1ccc(OCCN2CCOCC2)cc1Cl
  17	3.1	1.2	6	10	-3	20	10	2
Cc1cccc(OCc2nc(C#N)c(N3CC(C)CC(C)C3)o2)c1 (stereo not given)
  24	-0.2	0.1	-1	12	8	8	16	5
CCC(=O)NC(=S)Nc1ccc(S(=O)(=O)NC(C)=O)cc1
  13	0.1	-0.1	0	-1	2	10	20	13
C#CCOCCOCCOCCNc1nc(N2CCN(C(=O)Cn3cc(CCCCN)nn3)CC2)nc(N2CCN(C(=O)[C@H](C)n3cc(CCCN=C(N)N)nn3)CC2)n1
  3	9.5	1.0	-4	-19	-3	5	7	-6

# Other records:
compound	PPC-1+TRAIL kill	zVAD death inh	TNF death inh	Wee1 degr inh	CHOP inhibitor	Tb hexokinase	PGE2 EP2 inh	FXIIa inh 1536	FXIa inh 1536
Cn1cnnc1SCc1ccc(-c2ccc(Br)cc2)o1	2	-0.2	-4.3	4	-25	2	12	9	0
CCOc1ccccc1N=C1NC(=O)CS1	0	-0.1	-1.1	0	-27	4	4	19	4
O=C(CN1CCN(c2ccccc2O)CC1)Nc1cccnc1Cl	-11	-0.2	0.0	-3	11	1	15	6	-1
Clc1cccc(Nc2c3c(nc4ncnn24)CCC3)c1	17	-0.4	-3.4	1	24	1	5	6	2
Cn1cc(Br)c(C(=O)NNC(=O)c2ccc(Br)cc2)n1	6	-0.1	1.6	-1	-19	29	9	12	6
O=C(CCn1c(=O)sc2ccccc21)NCc1ccccc1	20	0.2	0.7	-2	0	-3	9	11	5
CCC(=O)N(Cc1cccs1)C1CCOC(C)(C)C1 (stereo not given)	15	0.5	-0.2	0	2	0	8	11	2
COc1ccccc1C(=O)NNC(=O)C(=O)NC(C)C	/	3.1	0.1	-3	26	-4	6	8	0
C=CCn1c(=NC(=O)C2CC2)sc2cc(NC(C)=O)ccc21	23	0.6	0.0	-1	-7	-25	8	4	0
COc1ccc(C(=O)/C=C/C(=O)N(CC(=O)NC2CCCCC2)CC2CCCO2)c(O)c1 (stereo not given)	-6	26	-14	1	108*	-2	12	7	-4
O=C(CSc1nc(C2CC2)nc2c1cnn2-c1ccccc1)Nc1c[nH]c(=O)[nH]c1=O	26	0.7	-3.0	-2	96*	4	9	2	-6
O=C(O)c1ccc(N/N=C/c2cc3c(cc2[N+](=O)[O-])OCO3)cc1	15	0.5	-3.6	-3	5	-30	4	6	0
Cc1c(C)n(CCC#N)c2ccccc12	-2	0.5	-0.5	-2	6	4	6	43*	32
NC(=O)C1(N2CCCCC2)CCN(C(=O)c2ccc(-n3cnnn3)cc2)CC1	1	6.5	0.4	1	-6	-6	8	5	-5
COc1cccc(C(C(=O)NCC2CCCO2)N(CC2CCCO2)C(=O)CN2C(=O)c3ccccc3S2(=O)=O)c1 (stereo not given)	4	-0.6	0.6	-2	22	-3	2	7	1
COc1ccc(CN2CCn3ncc(C(=O)Nc4cc(C)cc(C)c4)c3C2=O)cc1	25	0.5	-1.7	3	-5	-3	5	11	4
COCCNC(=O)C1CC2Cn3c(nc4cc(Cl)c(Cl)cc43)C2N1C (stereo not given)	8	0.6	3.5	/	-7	-3	9	2	-2
O=c1ccn(Cc2ccccc2)c(=O)n1Cc1ccccc1	9	-0.1	0.9	-2	15	6	8	-6	-9
